HTR5A ag ctr = counter-screen for OPRM1-OPRD1 agonists: human HTR5A agonism; 340,000 tested, 0.61% active; AID 504692; HTR5A agonist assay, luminescence, cell-based; activation, % at 9.3 µM; in the data active means activation mostly above about 9.5%, no sharp cut-off; inactive means mostly below about 7.6%;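 further: 0% = cells with vehicle only and 100% = reference agonist; strong numbers were not always called active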
AddAB inh = less growth of phage-infected E. coli with AddAB; E. coli expressing H. pylori AddAB, absorbance growth; inhibition, % at 11.9 µM; 330,000 tested, 0.29% active; AID 435030; in the data active means inhibition above about 12%;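 further: 0% = vehicle wells of infected cells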
DSG3 Ab inh = inhibitors of pemphigus antibody binding to human desmoglein-3 | DSG3-coupled beads, scFv-anti-DSG3-GFP binding, flow cytometry; active compounds read low | P32926 | 310,000 tested, 0.48% active | binding (percent of control), % at 10 µM;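 active means binding more than 3 SD below its plate's average and above zero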;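 further: hits lower antibody fragment binding to DSG3; some compounds called inactive have numbers as strong as hits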
E coli growth = bacterial growth inhibition, counter-screen for AddAB inhibitors; E. coli V3065 growth, OD600 absorbance, 18 h; inhibition, % at 11.9 µM; 330,000 tested, 0.27% active;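 active means inhibition above the campaign's mean inhibition across all tested compounds plus 3 SD, cut at about 9.9% in these data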;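 further: uninfected addAB+ strain grown without phage in ampicillin broth; 0% = DMSO wells and 100% = ciprofloxacin 0.95 µg/ml wells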
HTR5A inv ctr = counter-screen for OPRM1-OPRD1 inverse agonists: human HTR5A inverse agonism; P47898; HTR5A cell line, luminescence; inhibition, % at 9.3 µM; 340,000 tested, 0.083% active; AID 504634; in the data active means inhibition mostly above about 23%, no sharp cut-off; inactive means mostly below about 18%;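 further: 0% = cells with DMSO and 100% = no-cell wells with DMSO; some compounds called inactive have numbers as strong as hits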
PKA-R1A activ = activators of PKA-R1A complex; P00514+P68181; PKA-R1A dissociation, Cy5-IP20 fluorescence polarization; scaled: DMSO 0%, 113 µM cGMP 100%; activation, % at 11.4 µM; 340,000 tested, 0.083% active; AID 504707;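 active means percent activation above the mean of all tested compounds plus 3 SD, cut at about 19% in these data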;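 further: higher means more PKAc released from R1A so a rise in polarization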
MOR-DOR inv ag = mu-delta opioid heterodimer inverse agonism | cell-based MOR-DOR heterodimer luminescence | inhibition, % at 9.3 µM | 340,000 tested, 0.21% active | AID 504357; in the data active means inhibition above about 22%, passing the limit was not always enough;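 further: 0% = cells with DMSO and 100% = wells without cells with DMSO; values of inactives mirror those of a sister screen read the other way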
Target sequence (P35372 whole entry, looked up): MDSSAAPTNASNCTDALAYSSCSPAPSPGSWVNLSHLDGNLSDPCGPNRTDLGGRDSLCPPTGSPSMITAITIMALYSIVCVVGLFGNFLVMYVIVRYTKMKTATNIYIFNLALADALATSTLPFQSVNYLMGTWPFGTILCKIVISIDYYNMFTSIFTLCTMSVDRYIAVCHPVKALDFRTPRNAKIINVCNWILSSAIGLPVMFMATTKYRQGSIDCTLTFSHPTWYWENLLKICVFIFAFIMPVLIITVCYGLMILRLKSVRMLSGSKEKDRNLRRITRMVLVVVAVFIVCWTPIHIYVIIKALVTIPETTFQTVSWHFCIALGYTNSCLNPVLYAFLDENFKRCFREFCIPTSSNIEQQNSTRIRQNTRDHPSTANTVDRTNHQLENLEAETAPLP
Target sequence (P41143 whole entry, looked up): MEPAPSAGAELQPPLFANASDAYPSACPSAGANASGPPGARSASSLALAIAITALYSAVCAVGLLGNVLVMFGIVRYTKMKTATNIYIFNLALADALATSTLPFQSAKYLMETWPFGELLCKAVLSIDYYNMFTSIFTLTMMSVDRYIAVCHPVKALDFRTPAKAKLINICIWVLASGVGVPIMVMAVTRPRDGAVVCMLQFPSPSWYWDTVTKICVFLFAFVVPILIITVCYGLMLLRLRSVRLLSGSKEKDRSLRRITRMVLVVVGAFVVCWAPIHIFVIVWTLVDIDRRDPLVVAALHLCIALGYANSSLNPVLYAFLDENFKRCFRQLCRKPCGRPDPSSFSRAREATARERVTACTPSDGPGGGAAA
PfHsp90 yeast 2 = inhibits growth of yeast expressing Plasmodium falciparum Hsp90 | S. cerevisiae expressing PfHsp90, BacTiter-Glo ATP, 48 h; yeast lacking PDR1 and PDR3 efflux regulators | inhibition, % at 9.4 µM | 310,000 tested, 0.32% active | AID 504621;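 active means every replicate shows inhibition above about 80%, whatever the replicate mean, limit read from the data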;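 further: 0% = DMSO neutral controls and 100% = 20 µM radicicol positive controls; yeast relying on Plasmodium falciparum Hsp90 in place of its own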
SUMO Mot1 rescue = blocks SUMOylation pathway, rescuing yeast Mot1-301 growth; growth rescue, % at 18.8 µM; S. cerevisiae Mot1-301 growth rescue, ATP luminescence, 38.5C; percent above DMSO median, 100 means doubled; 320,000 tested, 1% active;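 active means every valid replicate shows activation above 250% relative to neutral control wells; inactive means the rest, any valid replicate at or below 250%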;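 further: OY570 slx delta 5 strain wells were the positive control but not used for scaling; some compounds called inactive have numbers as strong as hits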
phage Ecoli inh = E. coli growth loss with phage present; growth absorbance; inhibition, % at 11.9 µM; 360,000 tested, 0.26% active; AID 651602; in the data active means inhibition above about 11%
MOR-DOR ag = OPRM1-OPRD1 heterodimerization agonism. activation, % at 9.3 µM. P35372+P41143. cells, luminescence. AID 504326. 340,000 tested, 0.3% active; in the data active means activation above about 18%;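 further: 0% = vehicle-treated cells and 100% = reference agonist; values of inactives mirror those of a sister screen read the other way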
The depositor's hits bear a star; nt = no result given.

SMILES	HTR5A ag ctr	AddAB inh	DSG3 Ab inh	E coli growth	HTR5A inv ctr	PKA-R1A activ	MOR-DOR inv ag	PfHsp90 yeast 2	SUMO Mot1 rescue	phage Ecoli inh	MOR-DOR ag
CCOC(=O)C(=O)Nc1sc(C(=O)N(CC)CC)c(C)c1C#N	4	0.0	102	-2.7	-12	6	11	2	16	1.4	-2.1
CCN(Cc1cc2cc(C)ccc2[nH]c1=O)S(=O)(=O)c1ccccc1	-3	1.3	106	-0.8	6	-3	7	nt	-8	2.7	-1.6
COc1cc(NC(=O)COC(=O)CNS(=O)(=O)c2ccc(F)c(F)c2F)cc(OC)c1	-6	0.7	nt	-1.7	-10	3	4	-12	3	2.9	-0.7
Cn1c(-c2ccc[nH]c2=O)nc2cc(Cl)ccc21	1	0.8	99	-1.5	-5	9	13	nt	9	0.5	-2.3
N#Cc1nc(-c2ccco2)oc1NCc1ccco1	0	1.9	99	2.8	2	-3	13	15	180	2.2	-2.3
Cc1ccc(S(=O)(=O)N2CCN(S(=O)(=O)N(C)C)CC2)cc1	3	1.8	74	-2.8	-28	-1	13	-4	-7	-0.2	-2.1
Cc1cc(CNC(=O)C2CCC(=O)N(CCc3cccc(F)c3)C2)nn1C (stereo unspecified)	0	nt	102	nt	5	-1	13	6	8	0.6	-2.5
O=C1CC(N2CCSCC2)C(=O)N1c1ccc(Br)cc1 (stereo unspecified)	11	1.3	104	-0.9	-13	-3	6	1	5	2.9	-1.1
O=C(c1cn(CC2CCCCC2)nn1)N1CCN(c2ccc(F)cc2)CC1	7	4.9	100	1.2	-28	-4	2	1	nt	0.9	-0.5
COC(=O)CCCC1=CC2=CC(=O)C(C)(OC(=O)c3cccs3)C(=O)C2=CN1CC(C)C (stereo unspecified)	7	1.5	97	-4.3	-7	-7	-22	12	14	2.2	4.0
CC(C)(C)C(=O)Nc1ccc(NC(=O)C(C)(C)C)cc1	-1	-1.2	88	0.1	12	-9	5	6	12	0.2	-1.1
Cc1ccc(-n2ncc3c2CCCC3NC(=O)c2ccoc2)cc1C (stereo unspecified)	0	1.6	105	-2.2	18	-6	8	14	1	1.7	-2.3
Cn1cc(/C=N/NC(N)=S)c2ccccc21	-1	-3.3	nt	-2.0	14	-2	7	9	57	0.8	-1.5
Cc1nc(COc2cccc(Cl)c2)sc1C(=O)/C=C/N(C)C	0	0.8	106	1.6	-14	-11	-4	-6	6	3.2	0.8
O=C(NN1CCOCC1)c1ccc(Cl)cc1Cl	1	1.2	106	-0.7	-1	-8	15	6	-6	-1.5	-3.1
Cc1ccc(SCCC(=O)OCC(=O)NCC2CCCCC2)cc1	0	1.5	95	-1.1	0	-3	-8	-25	73	2.1	1.5
C[C@H](CO)N1C[C@H](C)[C@@H](CN(C)S(=O)(=O)c2ccc(F)cc2)Oc2ccc(NS(=O)(=O)c3ccc(F)cc3)cc2C1=O	-1	2.6	98	-2.4	10	3	5	12	-10	-0.2	-0.8
CCOC(=O)C(CCCCC(NC(C)=O)(C(=O)OCC)C(=O)OCC)(NC(C)=O)C(=O)OCC	-2	1.3	nt	-2.6	5	-3	8	26	-14	1.0	-1.6
Cn1c(CCN2CCCCC2)nc2cc(NC(=O)NC3CCCCC3)ccc21	1	0.8	nt	-2.2	-17	7	-4	1	4	3.2	0.7
CC(C)(C)NC(=O)Cn1nnc(-c2ccccc2NC(=O)c2ccco2)n1	4	1.5	92	-1.9	-18	-6	-2	6	126	1.8	0.4
COc1ccc(OC)c(S(=O)(=O)Nc2ccc(OCC(=O)O)cc2)c1	4	5.2	nt	-2.3	-11	7	11	6	65	2.1	-2.0
Cn1cc(NC(=O)OCc2ccc(Cl)cc2)c(C(F)(F)F)n1	4	0.2	105	1.5	-6	2	7	6	-22	3.3	-1.4
CC(C)c1ccccc1NC(=O)CNC(C)c1ccc(F)cc1 (stereo unspecified)	nt	0.8	100	-1.5	nt	nt	nt	13	1	2.4	nt
N=c1c(C(=O)NCc2ccccc2)cc2c(=O)n3ccccc3nc2n1CCCN1CCOCC1	5	1.4	94	0.0	-38	5	17	11	129	1.0	-3.2
O=C1CCCc2c1[nH]c1c(Br)cccc21	2	4.2	105	-0.5	-7	-8	2	-1	85	2.7	-0.5
Cc1cccc(N2CCN(S(=O)(=O)c3cc4c(cc3Cl)NC(=O)CO4)CC2)c1C	2	0.3	113	-0.4	-22	-1	-42	10	11	0.5	7.8
Cc1ccc(S(=O)(=O)NCc2ccccc2)cc1C(=O)N(C)Cc1ccc(F)cc1	-2	1.8	101	2.5	6	1	16	-23	9	-2.0	-3.2
C=CCn1cc(Cl)c(=O)n(CC=C)c1=O	2	0.3	82	-3.9	-22	-2	0	-31	-2	0.4	0.1
Nc1cc(=O)[nH]c(SCC(=O)Nc2cccc(Cl)c2)n1	2	3.9	102	1.0	18	-12	8	10	6	0.6	-1.6
O=C(CCN1C(=O)/C(=C/c2ccccc2)SC1=S)NCCCN1CCOCC1	8	0.2	nt	-0.9	-23	10	-14	14	3	-1.2	2.2
COc1ccc(NS(=O)(=O)c2cc(NC(=O)CC(C)(C)C)ccc2N2CCCC2)cc1	6	0.4	111	-1.9	-14	1	-7	20	nt	-0.3	1.7
CCC(=O)Nc1cc(C)c(NC(=O)CCc2ccccc2)cn1	-5	-2.6	130	-0.1	16	-2	8	-7	79	1.7	-1.5
Cc1ccc(NC(=S)NNc2ncc(C(F)(F)F)cc2Cl)c(C)c1	-11	1.3	104	0.1	11	-4	49*	-41	6	0.5	-8.3
N#C/C(=N\Nc1ccc(Cl)cc1)C(=O)c1ccccc1	8	3.4	111	5.5	3	-1	-26	-14	59	3.4	4.3
COC(=O)c1cc(S(=O)(=O)N2CCN(c3cccc(C)c3C)CC2)c[nH]1	0	-0.2	109	0.3	1	-15	-20	26	5	3.6	3.5
Cc1cc(NC(=O)CS(=O)(=O)c2cn(Cc3cccc(F)c3)c3ccccc23)no1	2	-0.4	101	0.2	-4	9	-6	-41	45	1.7	1.0
CCC(SCC(=O)OC)C(=O)Nc1nnc(C(C)C)s1 (stereo unspecified)	-2	1.5	99	1.1	-31	-13	10	-2	-2	0.5	-1.7
Cc1cc(C)nc(NS(=O)(=O)c2ccc(NC(=O)c3cc(=O)c4ccccc4o3)cc2)n1	0	1.6	97	-1.7	-4	-8	5	-28	1	-1.1	-0.9
O=C(N/N=C/c1ccncc1)c1ccncc1	-4	nt	98	nt	13	-10	4	nt	nt	-1.8	-0.7
O=C(Nc1ccc(Cl)cc1)C1C2C=CC3(O2)C1C(=O)N(CCCN1CCCCC1)C3C(=O)NC1CCCCC1 (stereo unspecified)	-4	1.7	nt	-0.8	10	5	3	3	-7	-0.6	-0.4
Cc1c(OCC(=O)NC(Cc2ccc(Cl)cc2)C(=O)O)ccc2c(-c3ccccc3)cc(=O)oc12 (stereo unspecified)	-3	0.2	106	2.2	2	-5	15	-13	-4	0.4	-2.9
CCCN(CC(=O)Nc1ccccc1OC)C(=O)CN1C(=O)NC2(CCCCC2)C1=O	1	3.1	97	-2.0	0	7	-5	nt	-11	0.0	1.3
CC(C)Oc1ccc(N2CC(C(=O)Nc3ccc4c(c3)OCO4)CC2=O)cc1 (stereo unspecified)	0	5.9	104	0.3	1	5	4	-5	-5	1.8	-0.8
COc1ccc(Cl)cc1N1C(=NC(=O)C2CCCCC2)SC2CS(=O)(=O)CC21 (stereo unspecified)	3	0.5	99	1.0	-6	-1	-6	1	53	1.9	1.2
O=C(CSCc1nc2ccccc2[nH]1)N1CCN(c2cccc(Cl)c2)CC1	-2	3.9	105	-0.9	-7	-9	8	-2	3	-1.2	-1.6
Cc1nn(-c2ccccc2)c(C)c1/C=N/NC(=O)c1ccc(F)cc1	-3	5.5	102	0.5	0	1	8	-12	2	3.4	-1.5
Cn1ccsc1=NC(=O)c1ccc(CS(C)(=O)=O)cc1	0	0.9	98	0.1	1	-4	17	-31	-16	2.2	-3.0
O=C(NCCNC(=O)c1ccco1)c1ccco1	-3	2.9	nt	-4.4	4	-9	-8	-5	-2	1.9	1.3
COc1ccc(C)cc1S(=O)(=O)NCC(c1ccco1)N1CCc2ccccc2C1 (stereo unspecified)	2	-1.0	113	-1.2	-19	-6	1	nt	-12	3.2	-0.1
Oc1ccccc1CNc1nc2ccccc2n1CCN1CCCCC1	nt	5.4	113	2.6	nt	-4	nt	-3	4	3.5	nt
FC(F)(F)c1cccc(NC(=S)Nc2cccc(NC(=S)Nc3cccc(C(F)(F)F)c3)n2)c1	-3	-0.6	nt	0.2	2	-6	4	18	16	5.8	-0.8
CCC1(C)Cc2c(sc3nnn(CC(=O)Nc4ccccc4C)c(=O)c23)CO1 (stereo unspecified)	0	1.8	102	1.3	-19	4	17	32	15	2.6	-3.0
COc1ccc(C)cc1-n1[nH]nnc1=S	-5	1.8	100	-1.7	12	6	10	14	5	2.4	-1.8
CC(=O)c1ccc(S(=O)(=O)N2CCCC(N(C)CCc3ccccn3)C2)cc1 (stereo unspecified)	0	3.2	111	0.9	1	-5	6	-9	nt	-0.2	-1.1
Cc1cc(N2CCCCCC2)nc2ccc(F)cc12	0	3.0	96	2.9	-3	4	-37	1	0	1.9	6.4
Cc1ccc(-c2cc(C(=O)Nc3cccnc3)c3ccccc3n2)o1	1	-1.1	81*	-2.3	-13	-5	22	14	2	1.7	-3.8

More entries
SMILES	HTR5A ag ctr	AddAB inh	DSG3 Ab inh	E coli growth	HTR5A inv ctr	PKA-R1A activ	MOR-DOR inv ag	PfHsp90 yeast 2	SUMO Mot1 rescue	phage Ecoli inh	MOR-DOR ag
O=C(O)CCCN1C(=O)C(=O)/C(=C(/O)c2ccc(Cl)cc2)C1c1ccccc1 (stereo unspecified)	1	-0.6	104	-1.2	-1	5	7	-37	4	3.1	-1.3
O=C(CSCCO)Nc1cccc([N+](=O)[O-])c1	-1	1.8	73	2.2	9	-9	14	0	8	3.5	-2.9
Cc1cc(OCCN2CCN(S(=O)(=O)c3ccccc3F)CC2)ccc1C(C)C	2	-0.2	100	-1.4	-4	4	-5	1	17	0.9	1.2
COc1cccc2cc(/C(=N/O)c3ccc(Br)cc3)oc12	-1	4.4	95	-1.5	29	-10	-35	-5	18	3.2	7.0
O=C(Nc1cccc(O)c1)c1cccc(S(=O)(=O)N2CCCC2)c1	-3	2.2	107	-0.4	8	-5	20	-2	1	2.1	-4.8
Nc1ccc(Cl)c(S(=O)(=O)Nc2ccccc2Cl)c1	9	-0.9	83	-0.8	-22	-6	-10	-1	-4	0.5	2.3
Cc1ccc(S(=O)(=O)c2ccc(C)cc2)cc1	2	4.2	103	2.6	-24	11	3	-12	-1	1.2	-0.5
